Assay outcomes from PubChem BioAssay.
STK33 kinase inh – inhibitors of purified STK33 kinase, primary screen, biochemical, ADP-Glo luminescence, homogeneous, cell-free; AID 2661, 2010; inhibition, % at 10 µM; actives 0.073% (n = 320,000); MBP phosphorylation;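 active means inhibition at or above 25%, using the most active replicate where run in duplicate; inactive means inhibition below 25%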
Target sequence (Q9BYT3 whole entry, looked up): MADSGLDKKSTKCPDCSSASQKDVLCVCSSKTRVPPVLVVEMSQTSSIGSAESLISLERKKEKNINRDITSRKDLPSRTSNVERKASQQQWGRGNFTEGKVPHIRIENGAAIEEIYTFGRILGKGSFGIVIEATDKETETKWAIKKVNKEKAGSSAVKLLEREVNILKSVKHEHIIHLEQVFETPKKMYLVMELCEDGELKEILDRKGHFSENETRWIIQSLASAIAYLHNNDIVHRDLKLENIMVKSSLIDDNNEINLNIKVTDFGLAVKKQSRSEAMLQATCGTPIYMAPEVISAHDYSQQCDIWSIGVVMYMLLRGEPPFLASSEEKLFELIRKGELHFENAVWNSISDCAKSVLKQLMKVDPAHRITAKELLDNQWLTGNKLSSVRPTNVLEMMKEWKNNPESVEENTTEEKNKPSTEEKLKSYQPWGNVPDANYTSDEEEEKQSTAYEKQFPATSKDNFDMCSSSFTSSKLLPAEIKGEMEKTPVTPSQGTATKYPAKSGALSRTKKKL
OX1R FRET antag – antagonists of human orexin 1 receptor (OX1R). Orexin/Hypocretin receptor type 1 (Homo sapiens), O43613. OX1R-expressing cells, FRET antagonist read-out. inhibition, % at 6.6 µM. actives 1.8% (n = 330,000). AID 485270, 2010; in the data active means inhibition mostly above about 38%, no sharp cut-off; inactive means mostly below about 40%;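 further: 0% = agonist challenge alone and 100% = reference antagonist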
Target sequence (O43613 whole entry, looked up): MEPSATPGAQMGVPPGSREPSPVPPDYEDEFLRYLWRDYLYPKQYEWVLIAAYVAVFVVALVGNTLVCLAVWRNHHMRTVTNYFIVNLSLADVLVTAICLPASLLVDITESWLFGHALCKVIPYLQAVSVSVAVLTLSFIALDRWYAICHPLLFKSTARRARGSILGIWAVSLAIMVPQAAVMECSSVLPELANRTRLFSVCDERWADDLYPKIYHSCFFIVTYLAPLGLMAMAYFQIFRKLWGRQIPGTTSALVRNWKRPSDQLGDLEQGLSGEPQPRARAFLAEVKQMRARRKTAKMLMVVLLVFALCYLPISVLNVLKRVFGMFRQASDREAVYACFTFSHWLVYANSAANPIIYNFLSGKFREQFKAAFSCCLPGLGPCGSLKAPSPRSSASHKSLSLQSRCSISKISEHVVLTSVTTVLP
* hit, by the source's call; . = not tested or not shown.

SMILES	STK33 kinase inh	OX1R FRET antag
CC(C)(C)n1nnnc1C(c1cccnc1)N1CCN(c2ccccc2)CC1 (configuration not stated)	-1.7	19
N#Cc1c(N)nc2c(c1-c1cccs1)CCCC2	-1.1	12
COc1cccc(OC)c1C(=O)Nc1ccc2c3c(cccc13)CC2	0.8	29
COc1ccccc1-n1cnc2cc(C(=O)NCC3CCCO3)ccc21 (configuration not stated)	0.9	22
COc1ccc(C(=O)NCCCNC(=O)c2cccnc2)cc1Br	-2.4	11
COc1ccc(CNC(=O)C[C@H]2C[C@H](C(=O)N3CCOCC3)[C@@]3(CCC4CCCC4)c4[nH]c5ccc(Cl)cc5c4CCN3C2=O)cc1OC	.	0
CC1Cc2ccccc2N1CC(=O)NC(=O)NC(C)(C)C (configuration not stated)	-0.9	11
Cc1c(CN2CCCC(C)C2)c(O)n(CCO)c(=O)c1C#N (configuration not stated)	-1.5	9
COc1ccc2c(c1)/C(=N/N1C(=O)c3ccccc3C1=O)C(=O)N2	-1.2	75
COC(=O)c1cnn(C(=O)c2cc(OC)ccc2Br)c1N	-0.1	9
CSc1nc(N)nc(SCC(=O)C23CC4CC(CC(C4)C2)C3)c1C#N	-1.5	35
O=C(O)C(Cc1c[nH]c2ccccc12)NS(=O)(=O)c1cccc2nsnc12 (configuration not stated)	-2.3	61*
CCOc1ccccc1N(C(=O)Cn1nnnc1-c1ccc(C)o1)C(CC)C(=O)NC(C)(C)C (configuration not stated)	0.0	12
CCCC(=O)Oc1ccc(C2NC(=O)c3ccccc3O2)cc1OC (configuration not stated)	0.1	15
CCNC(=O)C(=O)NCC1OCCCN1S(=O)(=O)c1ccc(F)cc1C (configuration not stated)	6.7	33
Cc1ccc(C(=O)NCCNC(=O)COc2ccccc2Cl)cn1	-2.0	12
O=C(O)CCC(=O)Nc1ccccc1Oc1ccccc1	0.0	1
Cc1[nH]c2ccc(-c3nnc(SCC(=O)c4ccccc4F)o3)cc2c1C	-0.9	17
Cc1cc(S(=O)(=O)n2cnc3ccccc32)c(C)cc1Cl	-0.2	0
CC(O)Cc1nsc(NC(=O)c2cccs2)n1 (configuration not stated)	-1.4	6

Complete entries, looked up by structure. Values in the order: STK33 kinase inh	OX1R FRET antag
`CCCC(=O)Oc1ccc(C2NC(=O)c3ccccc3O2)cc1OC` (configuration not stated) across the screens: 0.1	15
`O=C(O)CCC(=O)Nc1ccccc1Oc1ccccc1` across the screens: 0.0	1

Another view of two compounds above.
| SMILES | STK33 kinase inh | OX1R FRET antag |
| --- | --- | --- |
| Cc1[nH]c2ccc(-c3nnc(SCC(=O)c4ccccc4F)o3)cc2c1C | -0.9 | 17 |
| COc1cccc(OC)c1C(=O)Nc1ccc2c3c(cccc13)CC2 | 0.8 | 29 |

Next entries.
SMILES	STK33 kinase inh	OX1R FRET antag
COc1ccc(C2c3c(ncn(CCCN4CCOCC4)c3=N)Oc3ccc4ccccc4c32)cc1OC (configuration not stated)	-0.7	7
CC(=O)Nc1sc(N/N=C\c2cccc(Cl)c2)nc1-c1cccs1	-0.8	21
CCc1cc2c(SCC(=O)c3ccc(C)cc3)ncnc2s1	-1.3	13
COc1ccc(-c2c(=O)n(OCc3ccccc3[N+](=O)[O-])c3ccccc3[n+]2[O-])c(OC)c1	-1.9	44
O=C(O)C1=C[C@H](c2ccc(C(F)(F)F)cc2)C[C@H](OCCCCO)O1	0.1	21
CN(Cc1ccccc1)C(=O)c1ccc(NC(=O)Cc2cccc([N+](=O)[O-])c2)cc1	0.1	6
CCn1cc([N+](=O)[O-])c(C(=O)N2N=C(c3ccc4ccccc4c3)CC2c2cc(Br)ccc2O)n1 (configuration not stated)	-0.7	11
O=C(C[n+]1cc(-c2ccccc2)n2c1CCCCC2)c1ccc(Br)cc1	-1.5	13
Cc1[nH]c2ccccc2c1C(=O)CN1CCCCC1CCO (configuration not stated)	-0.1	20
CCN(CC)CCN1C(=O)c2ccccc2NC1c1ccc(N(C)C)cc1 (configuration not stated)	4.7	8
Cn1nnnc1SCC(=O)Nc1ccccc1Cl	0.0	8
CCOc1ccccc1CN1CCNC(=O)C1CC(=O)NCc1nccn1CC (configuration not stated)	-0.4	13
CC1Cc2nc(SCC(=O)N3CCN(c4ccccc4)CC3)n(CCc3ccccc3)c(=O)c2S1 (configuration not stated)	-0.2	14
COc1ccc(S(=O)(=O)N2CCOCC2)cc1NC(=O)COC(=O)CC1CC2CCC1C2 (configuration not stated)	0.5	12
CC(C)O/C(=N\S(=O)(=O)c1ccc(Cl)cc1)c1ccccc1	.	10
O=C(COC(=O)c1ccc(Br)o1)Nc1ccc(S(=O)(=O)N2CCCC2)cc1	-2.0	5
CCOC(=O)C1CCCN(Cc2ccccc2OCC)C1 (configuration not stated)	-1.0	6
COc1ccc(CCNc2cc(-c3ccccc3)nc3ncnn23)cc1	5.0	59
Cc1cc([N+](=O)[O-])cc(/C=N/n2c(C)nc3ccccc3c2=O)c1O	-0.3	-5
O=C(NCCN1CCOCC1)C(=O)NCC1OCCN1S(=O)(=O)c1ccc(F)cc1 (configuration not stated)	-0.7	4

Next part (6 carried over from the part before).
SMILES	STK33 kinase inh	OX1R FRET antag
CC(C)O/C(=N\S(=O)(=O)c1ccc(Cl)cc1)c1ccccc1	.	10
O=C(COC(=O)c1ccc(Br)o1)Nc1ccc(S(=O)(=O)N2CCCC2)cc1	-2.0	5
CCOC(=O)C1CCCN(Cc2ccccc2OCC)C1 (configuration not stated)	-1.0	6
COc1ccc(CCNc2cc(-c3ccccc3)nc3ncnn23)cc1	5.0	59
Cc1cc([N+](=O)[O-])cc(/C=N/n2c(C)nc3ccccc3c2=O)c1O	-0.3	-5
O=C(NCCN1CCOCC1)C(=O)NCC1OCCN1S(=O)(=O)c1ccc(F)cc1 (configuration not stated)	-0.7	4
Cc1cc(C)c2nc(NC(=O)c3ccc(OCC4CCCO4)cc3)sc2c1 (configuration not stated)	-0.7	7
Cc1c(Cl)cccc1NC(=S)N1CCCN(Cc2ccc(F)cc2)C1	0.2	17
C/C(=N\Nc1cc(N2CCOCC2)ncn1)c1ccccc1	.	-1
Cc1cccc(NC(=O)c2nc[nH]c2C(=O)N[C@@H](CCCCNC(=O)OC(C)(C)C)C(=O)OC(C)(C)C)c1	-0.5	15
Cc1cc(N=NC(=O)c2ccccc2O)c2ccccc2c1O	0.4	120*
COc1ccc(OC)c(/C=C/C(=O)OCC(=O)NCc2cccs2)c1	1.4	6
COc1c2c(cc3c1C(CC(O)Cc1ccccc1)N(C)CC3)OCO2 (configuration not stated)	-1.3	5
CSc1ccccc1C(=O)Nc1cc2c(cc1C(=O)O)OCCCO2	-0.9	15
CCNC(=O)C(=O)N/N=C/c1cc([N+](=O)[O-])ccc1O	-0.6	26
CCCCn1c(N)c(N(CCOC)C(=O)C2CC(=O)N(c3cccc(SC)c3)C2)c(=O)[nH]c1=O (configuration not stated)	-0.6	12
COc1ccc(S(=O)(=O)N(C)CC(=O)Nc2ccccc2SC)cc1	-0.6	16
O=C(CSc1ncc(-c2ccccc2)[nH]1)Nc1ccccc1	2.8	23
O=C(/C=C/c1cccc([N+](=O)[O-])c1)Nc1cccc(NC(=O)c2ccco2)c1	0.6	41
COc1cc2c(c(OC)c1OC)C(c1ccc(C)cc1)CC(=O)O2 (configuration not stated)	.	12
COc1cc(CC(=O)Nc2ccc3nc(SC)sc3c2)cc(OC)c1OC	0.4	18
CC(NC(=O)CN1CCN(c2ccccc2F)CC1)c1ccccc1 (configuration not stated)	-13	.
COC(=O)C/C=C/[C@@H](C)[C@@H](/C=N/OC[C@H]1O[C@H](c2ccccc2)C=C[C@@H]1Oc1ccc(OC)cc1)OC	0.8	21
Cc1ccc(-n2c(SCC(=O)N(C)C)nnc2-c2ccco2)cc1	4.4	-2
O=C(NCc1cccs1)c1ccc(CS(=O)(=O)c2ccc(Cl)cc2)o1	-1.5	5
Cc1cccc(C)c1NC(=O)CSc1nnc(NC(=O)c2ccccc2C(=O)O)s1	-0.1	8
Cc1noc(C)c1COC(=O)c1ccccc1NC(=O)Cc1ccccc1	-0.6	22
COc1ccc(CCC(C)N2CCC(Oc3ccc(C(=O)N4CCCC4)cc3)CC2)cc1 (configuration not stated)	-0.2	22
c1ccc(-c2csc3ncnc(N4CCc5ccccc5C4)c23)cc1	-1.4	19
COC(=O)C(NC(=O)c1c(C)nn(C)c1Cl)c1ccccc1 (configuration not stated)	-1.2	-7
O=C1c2nc3ccccn3c2C(=O)N1Cc1ccccc1	-1.5	5
NC(=O)c1ccccc1N=Cc1ccccn1	1.1	6
CCCC1=NN(c2ccc([N+](=O)[O-])cc2)C(=O)/C1=C\N(C)C	0.8	16
COc1ccc(C(=O)NCC(=O)OCCOc2ccc(Cl)cc2)cc1OC	-0.8	20
COc1ccc(Cc2c(O)nc(SCC(=O)N3CCOCC3)[nH]c2=O)cc1	-1.1	3
Cc1cc(C)c(C#N)c(Nc2ccc(F)cc2)n1	-0.3	8
N#CCCn1ncn(-c2ccccc2)c1=S	0.2	22
COc1ccc(C(=O)NCC(c2cccnc2)N2CCN(c3ccccc3)CC2)cc1OC (configuration not stated)	-0.5	7
COc1ccccc1NC(=O)Cc1nnc(SCC(=O)c2ccccc2)n1C	-1.0	30
CC(CCc1ccccc1)NC(=O)CNc1cccc([N+](=O)[O-])c1 (configuration not stated)	-1.8	26
O=C(NCC(c1ccco1)N1CCN(c2ccc(F)cc2)CC1)C(=O)NC1CC1 (configuration not stated)	-0.4	12
COc1ccc(OC)c(-n2cc3c(=O)n(C)c(=O)n(C)c3c2)c1	-0.9	12
O=C(NCCc1cccs1)C1CC(c2ccccc2F)=NO1 (configuration not stated)	-1.2	15
COc1ccc(NC(=O)NCc2cccnc2)cc1	-1.2	2
N#Cc1nc(-c2ccc(Cl)cc2)oc1N1CCCCC1	-0.3	20
CC(=O)Nc1ccc(SCC(=O)Nc2sccc2C#N)cc1	-0.8	22
CCCC(=O)N(CCN1CCOCC1)c1nc2cc(C)c(C)cc2s1	8.8	5
COc1ccccc1Nc1c2ccccc2nc2ccccc12	0.0	6
CCC(=O)N1CCc2cc(OC)c(OC)cc2C1COc1ccc(OC)cc1 (configuration not stated)	0.3	12
CCCCOc1ccc(N2C(=O)CC(N(CCc3ccccc3)C(=O)/C=C/C(=O)O)C2=O)cc1 (configuration not stated)	-1.0	8
COc1ccc(N2CCN(S(=O)(=O)c3cccs3)CC2)cc1	-1.5	22
CN1CCN(S(=O)(=O)c2cnccc2N2CCN(c3cccc(Cl)c3)CC2)CC1	-1.8	10
O=C(CNC(=O)Cc1ccccc1)NCC(=O)N1CCCCC1	0.0	4
COc1ccc(-c2cn(CCC(=O)NCc3ccc(C)cc3)c(CCN)n2)cc1	0.0	6
COc1ccccc1CN1C(=O)CN(C2CCCC2)C(=O)C1c1ccc(F)cc1 (configuration not stated)	-0.6	11
COc1ccc(N2CCN(C(=O)c3oc4ccccc4c3NC(=O)Cc3cccc(OC)c3)CC2)cc1	-0.4	1

(next part)
SMILES	STK33 kinase inh	OX1R FRET antag
Cn1ccnc1Sc1cc(Cl)ccc1[N+](=O)[O-]	0.1	36
N#Cc1cc([N+](=O)[O-])cnc1N(CCO)CCO	-0.5	82*
O=S(=O)(c1ccc(SCc2ccc(Br)cc2)nc1)N1CCOCC1	-0.4	3
O=C(Nc1nnc(-c2ccc3c(c2)CCCC3)o1)C1COc2ccccc2O1 (configuration not stated)	-0.9	16
Cc1ccc(-c2ccc(=O)n(Cc3c(F)cccc3Cl)n2)cc1	0.9	.
CCCCCC1CC(=O)C=C(C)C1C(=O)OC (configuration not stated)	-1.0	5
Cn1nnc(NC(=S)NC(=O)c2ccccc2)n1	-1.7	4
COc1ccc(NC(=O)c2c(-c3c(Cl)cccc3Cl)noc2C)cn1	-0.2	31
CCOC(=O)c1ccc(NS(=O)(=O)c2ccc3c(c2)CCCN3C(C)=O)cc1	-0.1	32
Cc1cc(C)cc(N2CC(c3nc4ccccc4n3C)CC2=O)c1 (configuration not stated)	0.0	8
O=C(c1cc(C2CC2)on1)N1CCCC(N2CCN(c3ccc(F)cc3)CC2)C1 (configuration not stated)	-0.3	18
Cc1nn(CC2CC2)c(=O)n1-c1ccc(C(C)C)cc1	-1.1	11
O=C(Cc1ccc(-n2cnnn2)cc1)NC12CC3CC(CC(C3)C1)C2	0.0	37
CCOCC(O)CNC(=O)c1ccc(OC2CCN(C(=O)c3cccnc3)CC2)cc1 (configuration not stated)	8.7	20
CCn1c(SCC(=O)N2CC(C)OC(C)C2)nc2c([nH]c3ccccc32)c1=O (configuration not stated)	-0.5	12
CCc1n[nH]c(=S)n1N=C1CCC(C)CC1 (configuration not stated)	.	6
Clc1cccc(OCCN2CCNCC2)c1	-1.4	6
CC1CCN(CC[C@H]2CCCN2S(=O)(=O)c2cccc(O)c2)CC1	-1.6	10
CCOc1ccc(C(=O)/C=C/c2ccccc2C(F)(F)F)cc1	0.2	7
COc1cc(NC(=O)c2ccccc2)c(OC)cc1NC(=O)Cc1ccccc1	-1.5	25
O=C(COC(=O)CCCNC(=O)c1ccc(Cl)cc1)Nc1cc(Cl)ccc1Cl	-1.4	17
CC1Cc2ccccc2N1C(=O)c1cc2c(=O)n3ccccc3nc2n1C (configuration not stated)	-0.3	10
Cc1ccccc1OCc1nnc(SCC(=O)O)n1-c1cccc(Cl)c1	0.0	3

Hits appear at their usual frequency. About 1.8% of those tested had a hit in this group.
